RGS4 inhibitor: human RGS4 inhibition; 0.039% of 390,000 active; Potency, µM (titrated, usually from 114 µM), for the others: at the highest dose activity change, negative = inhibition, most hits filed as inhibitors; Transcreener GDP fluorescence polarization, RGS4-accelerated GTP hydrolysis; AID 504845; also: potency is read from the fitted curve at half-maximal effect; % is scaled to controls: 0 for no effect and ±100 for the full control effect; nearly all actives have a fitted effect of over 75% in size; some results filed as inactive show a strong effect at the top dose
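MLSMR compounds (23 nl, pin-transferred) preincubated 10 min at room temperature with a 500nM (2x) first reagent, then RGS4 at 900nM (2x) plus Transcreener GDP mix added; fluorescence polarization (620/688 nm) read before and after 90 min at 30 °C.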
ERG Ets-DNA blk: blocks human ERG Ets domain binding to DNA | fluorescence polarization, His-ERG Ets domain / labelled DNA | Potency, µM (highest dose often 76.9 µM), for the others: at the top dose FP activity, negative = inhibition, hits mostly inhibitors | 0.028% of 370,000 active | AID 624246; active = well fitted inhibition curve with a large enough effect in the polarisation, with a control signal flat; inconclusive = small, poorly fitted or top-dose-only effect, or effect the other way, or a change in a side signal; inactive = no such curve, though single readings can be large or run the other way; the % refers to the polarisation;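 also: polarization taken with two DNA probes labelled with fluorescein and Texas red; potency is read from the fitted curve at half-maximal effect; % of control where 0% means no effect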
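His-tagged ERG Ets domain (1 uM in the protein solution; 300mM KCl, 50mM Tris-HCl, 1mM EDTA, 1mM DTT, pH 7.5) received compound, then a probe mix of 5 nM fluorescein-DNA and 100nM Texas-615-DNA. Fluorescence polarization was read for both dyes.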
BAZ2B block: BAZ2B (human) inhibition; Q9UIF8; AlphaScreen BAZ2B-H3K14Ac peptide displacement; Potency, µM (top dose mostly 114 µM), for the others: at the top dose activity change, negative = inhibition, actives largely listed as inhibitors; 4.4% of 360,000 active; also: potency is read from the fitted curve at half-maximal effect; % is scaled to controls: 0 for no effect and ±100 for the full control effect; nearly all actives have a fitted effect of over 60% in size
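AlphaScreen displacement of biotin-H3(5-23)K14Ac peptide (50 nM final) from BAZ2B (50 nM final) in PBS pH 7.4, 0.01% Tween-20; complex preformed 30 min RT, then compounds (top 110 uM) 30 min RT, beads 20 min dark.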
GLS inhibitor: blocks human kidney-isoform glutaminase activity. GLS enzymatic activity, qHTS titration. O94925. Potency, µM (series often up to 45.5 µM), for the others: at the highest dose activity change, negative = inhibition, most hits filed as inhibitors. 0.21% of 410,000 active; also: potency is read from the fitted curve at half-maximal effect; % is scaled to controls: 0 for no effect and ±100 for the full control effect
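Compounds were pin-transferred onto hKGA, after which L-glutamine (1 mM solution) and a detection mix of glutamate oxidase, HRP and Amplex Red were added. Initial and 30 min RT fluorescence reads were collected.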
HP1b binding inh: inhibitors of HP1-beta chromodomain binding to methylated histone tails; P83916; AlphaScreen HP1-beta / biotin-H3K9me3 peptide binding; Potency, µM (highest dose often 114 µM), for inactives: at the highest dose activity change, negative = inhibition, most hits filed as inhibitors; 0.56% of 390,000 active; also: potency is read from the fitted curve at half-maximal effect; nearly all actives have a fitted effect of over 70% in size; inactives centre near 23
Target sequence (P83916 whole entry, looked up): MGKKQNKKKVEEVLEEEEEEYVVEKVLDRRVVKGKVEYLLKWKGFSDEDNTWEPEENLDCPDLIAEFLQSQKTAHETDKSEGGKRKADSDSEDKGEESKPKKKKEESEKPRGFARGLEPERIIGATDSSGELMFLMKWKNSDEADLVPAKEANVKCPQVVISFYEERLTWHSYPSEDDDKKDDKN
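AlphaScreen: HP1-beta (50 nM) preformed 30 min with biotin-H3(1-18)K9me3 peptide (50 nM) in PBS pH 7.4, 0.01% Tween-20. Compound added for 30 min at RT, then streptavidin donor/nickel chelate acceptor beads (10 ug/mL) for 30 min.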
G9a block: inhibitors of human histone lysine methyltransferase G9a | 8.8% of 350,000 active | Potency, µM (series often up to 102 µM), for inactives: top-dose activity, negative = inhibition, actives largely listed as inhibitors | G9a H3K9 monomethylation, AlphaScreen, 2 h | Q96KQ7; also: potency is read from the fitted curve at half-maximal effect; % is scaled to controls: 0 for no effect and ±100 for the full control effect; nearly all actives have a fitted effect of over 75% in size
Target sequence (Q96KQ7 913-1193 limits assumed): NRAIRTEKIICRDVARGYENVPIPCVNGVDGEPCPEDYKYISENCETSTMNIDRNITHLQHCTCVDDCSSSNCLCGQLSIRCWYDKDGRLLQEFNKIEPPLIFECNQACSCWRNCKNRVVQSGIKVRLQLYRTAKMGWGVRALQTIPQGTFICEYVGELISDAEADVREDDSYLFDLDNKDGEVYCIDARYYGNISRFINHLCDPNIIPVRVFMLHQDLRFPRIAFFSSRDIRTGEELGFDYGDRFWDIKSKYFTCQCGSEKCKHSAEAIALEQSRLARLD
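Signal arises when biotinylated H3K9 peptide, once monomethylated, bridges streptavidin donor and antibody-captured acceptor beads. Enzyme at 20 nM was preincubated 15 min with test compounds; peptide 500 nM and SAM 20 uM then reacted for 2 h.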
PI4K2A block: PI4K2A (human) kinase inhibition; Q9BTU6; purified PI4K2A, ADP-Glo luminescence, 1 h; stronger effect = lower value; activity change, negative = inhibition, % at 76.9 µM; 0.13% of 420,000 active; in the data active = activity change below about -50%; inconclusive = mostly about -30% to -49%;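 also: -100% = wells without enzyme as full effect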
Target sequence (Q9BTU6 whole entry, looked up): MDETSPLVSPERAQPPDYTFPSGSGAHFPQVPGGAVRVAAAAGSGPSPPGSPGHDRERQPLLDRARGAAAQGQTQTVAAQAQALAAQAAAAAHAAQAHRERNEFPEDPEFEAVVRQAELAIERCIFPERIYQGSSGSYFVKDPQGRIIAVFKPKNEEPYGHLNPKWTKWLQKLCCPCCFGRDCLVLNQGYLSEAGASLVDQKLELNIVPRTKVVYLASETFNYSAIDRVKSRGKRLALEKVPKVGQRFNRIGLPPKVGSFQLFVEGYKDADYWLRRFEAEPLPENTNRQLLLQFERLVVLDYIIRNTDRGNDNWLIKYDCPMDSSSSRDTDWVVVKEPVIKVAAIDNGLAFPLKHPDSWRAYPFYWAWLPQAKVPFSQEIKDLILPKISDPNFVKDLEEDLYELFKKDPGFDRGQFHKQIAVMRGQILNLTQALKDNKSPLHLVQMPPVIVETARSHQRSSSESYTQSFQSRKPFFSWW
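Compounds are screened against recombinant PI4K2A using PI as substrate and ATP, the latter dispensed at 300 microM. Reactions run one hour at ambient temperature before ADP-Glo detection; full inhibition defined by wells lacking enzyme.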
JMJD2A Tudor inh: blocks the human JMJD2A Tudor domain; O75164; AlphaScreen JMJD2A-Tudor / H3K4me3 peptide binding; Potency, µM (titrated, usually from 114 µM), for the others: top-dose activity change, negative = inhibition, usual class: inhibitors; 4.4% of 390,000 active; also: potency is read from the fitted curve at half-maximal effect; % is scaled to controls: 0 for no effect and ±100 for the full control effect; nearly all actives have a fitted effect of over 50% in size
ALOX12 inh: ALOX12 (human) lipoxygenase inhibition; P18054; purified 12hLO, xylenol orange hydroperoxide absorbance; Potency, µM (top dose mostly 108 µM), inactives show at the top dose activity change, negative = inhibition, hits mostly inhibitors; 1.1% of 580,000 active; also: potency is read from the fitted curve at half-maximal effect; % is scaled to controls: 0 for no effect and ±100 for the full control effect
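Purified human 12hLO (150 nM final) in 25 mM Hepes, 0.01% Triton X-100, pH 7.0 was preincubated 15 min at room temperature with compound. Then 40 uM arachidonic acid was added, 30 min. Hydroperoxide was read by Fe-XO absorbance ratio 573/405 nm.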
* hit, by the source's call; i = inactive; ? = inconclusive; . = no result given; & = joins results of further samples; ! = a repeat was not active; [ ] = dose if it differs, or a comment. Unless noted, calls follow the shape of the dose curve; as a rule, active = well fitted curve in the direction sought with a large enough effect; inconclusive = small, poorly fitted or top-dose-only effect, or another doubt; inactive = no such curve, though single readings can be large; an effect the other way counts as inactive or inconclusive.

| No. | compound | RGS4 inhibitor | ERG Ets-DNA blk | BAZ2B block | GLS inhibitor | HP1b binding inh | G9a block | PI4K2A block | JMJD2A Tudor inh | ALOX12 inh |
| --- | --- | --- | --- | --- | --- | --- | --- | --- | --- | --- |
| 1 | O=c1c2ccccc2nc(-c2ccccc2)n1-c1ccccc1O | 2% | 12% | -27% | 1% | 38% | . | 1 | -14% | 33% |
| 2 | COC(=O)C1=C(c2ccc(OC)c(OC)c2)C[C@@H]2CC[C@H]1N2C(=O)NC1CC1 | 2% | 9% | -10% | 1% | 38% | 12%[0.501 µM] | 1 | -4% | 1% |
| 3 | CCCCn1c(O)c(C(CC)=Nc2ccc(C(=O)O)cc2)c(=O)[nH]c1=O | 13%[11.4 µM] | 9% | -7% | -1% | 39% | ? | -11 | -11%[57.1 µM] | ? |
| 4 | Cn1cc(C(=O)NC2CC2)c2ccccc21 | -21% | -5% | 2% | 1% | 38% | 11% | -2 | -8% | -37% |
| 5 | Cc1ccc(-n2c(/C=C/c3cccc(C(F)(F)F)c3)nc3ccccc3c2=O)cc1 | 15% | 2% | 8% | 8% | 29% | -5%[59 µM] | -4 | -6% | 4% |
| 6 | COc1ccc2c(c1)[C@]13CCCCC1C(C2)N(C)CC3 (some centres undefined) | -8% | . | . | 3% | 39%[activator] | . | 2 | -4% | -7% |
| 7 | CCOc1cc(-c2ccc(N)c(OCC)c2)ccc1N | -38%[11.4 µM] | -4% | 14µM* | ? | 8.9µM* | ? | 1 | ? | 123%[activator] |
| 8 | C=CCC1(Cc2ccsc2)C(=O)NC(=O)NC1=O | 9% | -2% | . | 1% | 25% | . | -6 | -6% | 1% |
| 9 | COc1cccc(-n2c(O)c(C=NCCN3CCNCC3)c(=O)[nH]c2=S)c1 | 4% | -1% | -10% | -5% | 39%[activator] | -8% | 2 | 0% | i |
| 10 | NC(=O)C[N+]1(CC#CC(O)(c2ccccc2)c2ccccc2)CCCC1 | -1% | -3% | -3% | 1% | 22% | 35µM* | -1 | 32µM* | ? |
| 11 | CC(=O)NC(=O)NC(C)Cc1ccccc1 (centres undefined) | 12% | 3% | 3% | 14% | 6% | 4% | -5 | -3% | 0% |
| 12 | Cc1ccc(C(=O)Nc2ccc(Cl)cc2C(=O)c2ccccc2)cc1 | 4% | -13% | . | -4% | 20% | . | 1 | -11% | 6% |
| 13 | CC(=O)O[C@@H]1/C=C/[C@](C)(O)C[C@@H](C)C/C=C/[C@H]2[C@H](O)[C@@](C)(O)[C@@H](C)[C@H]3[C@H](Cc4ccccc4)NC(=O)[C@@]312 | -5% | 13% | . | -5% | 54%[activator] | . | 0 | 1% | . |
| 14 | OC(CNCc1ccccc1)c1ccc(Cl)cc1 (centres undefined) | 5% | 0% | . | 5% | 9%[57 µM] | . | 1 | -5% | 4% |
| 15 | O=C(O)CC[N+](=O)[O-] | -10%[56.9 µM] | -7% | . | -16% | 52%[activator] | 19%[12.7 µM] | 1&-1 | -18% | 3%&-15% |
| 16 | N#CCCn1cc(C(=O)NCc2ccccc2)c(-c2ccccc2)n1 | -1% | 5% | -3% | 6% | 23% | 22%[59 µM] | 3 | -12% | 6% |
| 17 | CC(=O)O[C@H]1C(=O)[C@@]2(C)C([C@H](OC(=O)c3ccccc3)[C@]3(O)C[C@H](O)C(C)=C1C3(C)C)[C@]1(OC(C)=O)CO[C@@H]1C[C@H]2O (some centres undefined) | -3% | 4% | -2% | 2% | 22% | . | 1 | -6% | -5% |
| 18 | COc1ccc(OCC(=O)N2CCN(Cc3ccc4c(c3)OCO4)CC2)cc1 | 45% | 10% | -9% | 9% | 13% | 5% | -3 | -6% | -1% |
| 19 | CCc1ccc(CNCCc2c[nH]c3ccccc23)cc1 | -2% | -14% | 2%[0.457 µM] | 21% | ? | ? | 0 | 35µM* | 0.89µM*! |
| 20 | CCN(CC)C(=O)c1ccc(NC(=O)Cn2nc(-c3ccc(C)cc3)c3ccccc3c2=O)cc1 | -1% | -8% | 0% | -9% | 45%[activator] | 7%[59 µM] | 2 | 6% | -2% |
| 21 | O=C(O)[C@@H]1C[C@H]2C[C@@H](CP(=O)(O)O)CC[C@H]2CN1 | -1% | . | . | . | 46%[activator] | . | . | 10% | ? |
| 22 | CN1CCN(c2ccc(N)cc2Cl)CC1 | ? | 0% | ? | 0% | 28µM* | 40µM* | -8 | ? | 8% |
| 23 | O=C1C(c2ccccc2)=C(N2CC2)c2ccccc21 | -32% | -1% | 35µM* | 5% | 20µM* | 40µM* | 3 | 45µM* | -12% |
| 24 | C[S+](CC[C@H](N)C(=O)O)C[C@H]1O[C@@H](n2cnc3c(N)ncnc32)[C@H](O)[C@@H]1O (some centres undefined) | 18% | 2% | 4% | 2%&0% | 9% | 3.5µM* | -17 | 13µM* | . |
| 25 | Cc1nc2cc(-c3ccc(Cl)cc3)nn2c(C)c1CCC(=O)N1CCC2(CC1)OCCO2 | -3% | -5% | . | -8% | 25% | . | 0 | -15% | ? |
| 26 | COc1ccc(OC)c(NC(=O)Cn2cc(C(=O)c3ccccc3)c3ccccc32)c1 | 7% | 9% | -27% | 0% | 8% | ? | 2 | -31% | -21% |
| 27 | CC1(C)CC(n2[nH]c(=O)c3c2NC(=O)CSC3c2ccccc2)CCO1 (centres undefined) | -26%[11.4 µM] | 9% | -25% | ? | -10% | 5% | 1 | 10%[11.4 µM] | -6% |
| 28 | CC1Cc2ccccc2N1Cc1cccc(S(=O)(=O)N(C)C)c1 (centres undefined) | -37%[56.9 µM] | -12% | ? | 1% | ? | -8%[2.33 µM] | 7 | ? | -1% |
| 29 | CC1[C@H]2Cc3ccc(O)cc3[C@]1(C)CCN2CCc1ccccc1 (some centres undefined) | -11% | -26% | . | 35%[activator] | 39% | . | 5 | -17% | ? |
| 30 | COc1ccc(C(c2nnnn2CC2CCCO2)N2CCN(c3ccccc3)CC2)cc1 (centres undefined) | 11% | 4% | 50µM* | 8% | -1% | -42%[59 µM] | -9 | ? | 27% |
| 31 | Cc1ccc(-n2c(O)c(C=NC3CCCCC3N)c(=O)[nH]c2=O)cc1C (centres undefined) | 0% | 2% | . | -7% | 35% | ? | 0 | -29% | 156%[activator] |
| 32 | Fc1ccc(NC2=NCCS2)cc1Cl | 12%[11.4 µM] | -7% | 1% | -2% | 23% | 6%[12.7 µM] | -1 | -10%[57.1 µM] | 15% |
| 33 | CCOC(=O)Cn1c(=O)oc2cc(S(=O)(=O)NC3CCCc4ccccc43)ccc21 (centres undefined) | 1% | 4% | 3% | 1% | 1% | ? | -4 | -30% | -41% |
| 34 | CCOP(=O)(OCC)C(NC(=O)c1ccc(C)cc1)C(Cl)(Cl)Cl (centres undefined) | -1% | -5% | 19% | 0% | 36% | ? | 1 | 1% | 5% |
| 35 | O=C1NC(=O)N(Cc2ccco2)C(=O)/C1=C\c1cccn1CCOc1ccccc1 | -42% | 15% | 28µM* | -8% | 19% | ? | -3 | -24% | ? |
| 36 | CCOC(=O)C(NC(=O)CC)(Nc1ccc(C(O)(C(=O)OCC)C(F)(F)F)cc1C)C(F)(F)F (centres undefined) | -8% | -5% | -27% | -3% | 28% | 1% | -2 | -23% | ? |
| 37 | CCC(=O)OC1(c2cccc(C)c2)CC(C)N(C)CC1C (centres undefined) | 26% | 5% | -6% | 4% | 7% | -17%[12.7 µM] | -4 | -11% | 2% |
| 38 | N/C(=N\[N+](=O)[O-])N1CCN(C(=O)c2ccccc2)CC1 | 17% | 0% | 10% | 0% | 27% | 13% | 8 | -5% | 7% |
| 39 | N#CC(C#N)=Cc1ccc(O)c(O)c1 | 19µM*! | -2% | 79µM* | 8%&61% | 3% | 8.4µM* | 3&-2&-2 | ? | 25µM*! |
| 40 | CN1C(=O)C(c2ccc([N+](=O)[O-])cc2[N+](=O)[O-])C(=O)N(C)C1=O | -6% | -7% | 50µM* | 1% | 18% | 8%[2.33 µM] | -13 | ? | ? |
| 41 | CCN1CCC(O)(c2ccccc2)C(C(=O)c2ccccc2)C1 (centres undefined) | -43% | 3% | . | -13% | 50%[activator] | . | 11 | -9% | 11% |
| 42 | O=P1(Nc2ccc(F)cc2)COc2ccccc2OC1 | 29% | 10% | 8% | 13% | 20% | 7%[59 µM] | -6 | -2% | 0% |
| 43 | O=C(c1ccc(Cl)cc1)C1CCCN(Cc2cccn2-c2cccnc2)C1 (centres undefined) | 17% | -3% | -2% | -8% | ? | -6% | -2 | -25%[57.1 µM] | -32% |
| 44 | C[N+]12CCC(CC1)C(C(O)(c1ccccc1)c1cccs1)C2 (centres undefined) | 1% | . | 0% | -1% | 15% | 14µM* | 0 | -31% | 45µM* |
| 45 | Cc1cc(C(=O)CN2CCCC2)c(C)n1-c1ccc(F)cc1 | -5% | -19% | -21% | -16% | 31% | 1%[12.7 µM] | 1 | -25% | -12% |
| 46 | CN(C)c1ccc(C=C2C=CC=C2)cc1 | -9% | 5% | . | -11% | 22µM* | . | -1 | 18µM* | ? |
| 47 | COc1ccc(C2N(c3cc(C)on3)C(=O)C3CCCN32)cc1 (centres undefined) | 4% | 3% | -28% | -1% | -2% | 35µM* | -2 | ? | -9% |
| 48 | CCn1c(O)c(C=Nc2ccc(N3CCOCC3)cc2)c(=O)n(CC)c1=S | -24% | -11% | 8% | 0% | 36% | 7%[59 µM] | 0 | 9% | -7% |
| 49 | Cc1ccc(S(=O)(=O)N2CCCCC2)cc1NC(=O)CN1CC=C(c2ccccc2)CC1 | 7% | 4% | -5% | 0% | 4% | -11%[59 µM] | -4 | -31% | 12% |

Bioassay records as filed in PubChem.

An excerpt; count on the stated rates, not on these rows.
